# RGS4 inhibitor = Inhibitors of Regulator of G Protein Signaling (RGS) 4: qHTS | Regulator of G-protein signaling 4 (Homo sapiens), P49798 | Transcreener GDP fluorescence polarization, RGS4-accelerated GTP hydrolysis | Potency, µM (top dose mostly 114 µM), without a hit: top-dose activity change, negative = inhibition, usual class: inhibitors | 0.039% of 390,000 active; note: potency is the fitted concentration of half-maximal effect; % is set by controls: 0 for no effect and ±100 for the full control effect; nearly all actives have a fitted effect of over 75% in size; some results filed as inactive show a strong effect at the top dose
# Target sequence (P49798 whole entry, looked up): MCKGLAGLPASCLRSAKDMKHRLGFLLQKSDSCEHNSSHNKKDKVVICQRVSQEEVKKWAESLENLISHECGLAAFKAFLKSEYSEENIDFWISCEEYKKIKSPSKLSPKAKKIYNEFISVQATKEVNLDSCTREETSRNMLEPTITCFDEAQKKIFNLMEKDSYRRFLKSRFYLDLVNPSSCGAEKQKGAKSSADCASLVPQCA
#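 MLSMR compounds (23 nl, pin-transferred) preincubated 10 min at room temperature with a 500nM (2x) first reagent, then RGS4 at 900nM (2x) plus Transcreener GDP mix added; fluorescence polarization (620/688 nm) read before and after 90 min at 30 °C.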
# Glioma ERSR ind = qHTS for Inducers of the Endoplasmic Reticulum Stress Response (ERSR) in Human Glioma: qHTS. AID 602332, 2012. U87-MG GRP78 promoter luciferase reporter, 16 h. Potency, µM, for the others: at the highest dose activation, actives largely listed as activators. 0.02% of 420,000 active; note: potency is the fitted concentration of half-maximal effect; series mostly up to about 76 µM; % of control where 0% means no effect; nearly all actives have a fitted effect of over 35% in size
#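 ERSR induction read as luciferase luminescence (Bright-Glo, 10 min at room temperature) in stably transfected human U87-MG glioma cells exposed to compounds for 16 h, using GRP78 as sensor.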
# TrxR1 substrate = qHTS Assay for Substrates of Mammalian Selenoprotein Thioredoxin Reductase 1 (TrxR1): qHTS | Thioredoxin reductase 1, cytoplasmic (Rattus norvegicus), O89049 | purified TrxR1 substrate turnover, NADPH consumption readout | Potency, µM (top dose mostly 114 µM), for inactives: at the highest dose activity change, negative = substrate turnover | 0.01% of 390,000 active | AID 588456, 2011; note: potency is the fitted concentration of half-maximal effect; % is set by controls: 0 for no effect and ±100 for the full control effect; nearly all actives have a fitted effect of over 50% in size
#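 Rat TrxR1, dispensed at 90 nM, was prereduced with 400 uM NADPH (final) for 5 min at ~22 deg C, then incubated with compound 15 min before 400 uM selenite. A first-read NADPH fluorescence drop versus no-compound background flagged substrates.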
# LDHA inh = qHTS assay for inhibitors of human lactate dehydrogenase | activity change, % (values are at about 110 or 230 µM) | purified LDHA, NADH/diaphorase-resazurin fluorescence; hits give low values | L-lactate dehydrogenase A chain (Homo sapiens), P00338 | AID 1347041, 2019 | 0.15% of 480,000 active; in the data active = activity change below about -30%; inconclusive = mostly about -25% to -30%;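 note: plate controls were DMSO wells for no effect and wells without enzyme for full effect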
#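 LDH5 2 nM; NADH 0.06 mM, pyruvate 0.2 mM; 200 mM Tris pH 7.4, EDTA, Tween-20; 5 min RT. Detection: diaphorase 0.133 mg/mL + resazurin 37 µM, fluorescence ex540/em590 at 0 and 20 min; normalized to enzyme-free and DMSO wells.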
# mIDH1 inhibitor = qHTS for Inhibitors of mutant isocitrate dehydrogenase 1 (IDH1): qHTS | IDH1-R132H enzyme, NADPH consumption, diaphorase/resazurin fluorescence | Potency, µM (top dose mostly 76.6 µM), for inactives: at the highest dose activity change, negative = inhibition, most hits filed as inhibitors | 0.093% of 390,000 active | AID 602179, 2012; note: potency is the fitted concentration of half-maximal effect; % is set by controls: 0 for no effect and ±100 for the full control effect; nearly all actives have a fitted effect of over 65% in size
#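 IDH1-R132H (0.5 ug/mL) preincubated 30 min with compound, then NADPH (0.016 mM) and alpha-KG (2 mM) added; 80 min at RT, pH 7.5. Remaining NADPH coupled via diaphorase/resazurin to fluorescence (540/590 nm); concentration-response curves normalized to no-enzyme control.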
# Vif-APOBEC3F blk = qHTS for Inhibitors of Vif-A3F Interactions: qHTS; HeLa A3F-eYFP + Vif (tagged APOBEC3F with the HIV-1 protein that degrades it), YFP fluorescence increase; Potency, µM (top dose mostly 46.1 µM), inactives show top-dose activity, negative = active; 0.2% of 390,000 active; note: potency is the fitted concentration of half-maximal effect; % of control where 0% means no effect; nearly all actives have a fitted effect of over 65% in size
#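 HeLa cells stably expressing Vif plus C-terminally eYFP-tagged A3F were seeded, incubated overnight at 37 deg C, dosed with compound, incubated overnight again at 37 deg C. Yellow fluorescence (Ex 488/Em 500-530) reported blocked Vif-mediated A3F-eYFP degradation.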
# TrxR1 inh = qHTS Assay for Inhibitors of Mammalian Selenoprotein Thioredoxin Reductase 1 (TrxR1): qHTS; recombinant rTrxR1, NADPH fluorescence consumption, selenite substrate; Potency, µM (titrated, usually from 114 µM), for the others: at the top dose activity change, negative = inhibition, actives largely listed as inhibitors; 1% of 390,000 active; AID 588453, 2011; note: potency is the fitted concentration of half-maximal effect; % is set by controls: 0 for no effect and ±100 for the full control effect; nearly all actives have a fitted effect of over 65% in size
#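 Rat TrxR1 (90 nM in the dispensed reagent) was pre-reduced with 400 uM NADPH for 5 min at room temperature, then incubated with compound for 15 min. After 400 uM selenite was added, NADPH fluorescence (Ex 340/Em 450 nm) was followed for 8 min.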
# Vif-APOBEC3G blk = qHTS for Inhibitors of Vif-A3G Interactions: qHTS. DNA dC->dU-editing enzyme APOBEC-3G (Homo sapiens), Q9HC16. HeLa A3G-eYFP + Vif (tagged APOBEC3G with the HIV-1 protein that degrades it), YFP fluorescence, overnight. Potency, µM (titrated, usually from 46.1 µM), inactives show at the highest dose activity, negative = active, hits mostly inhibitors. 0.076% of 410,000 active;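 note: potency is the fitted concentration of half-maximal effect; % is set by controls: 0 for no effect and ±100 for the full control effect; nearly all actives have a fitted effect of over 60% in size; hits raise eYFP signal because A3G escapes Vif-driven loss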
#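 HeLa cells stably expressing Vif and C-terminally eYFP-tagged A3G, seeded overnight at 37 deg C, then exposed to compound by pintool overnight at 37 deg C. Rise in yellow fluorescence (Ex 488/Em 500-530, Acumen) marks blocked Vif-driven A3G degradation.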
# USP1-UAF1 inh = Inhibitors of USP1/UAF1: Primary Screen | Potency, µM (series often up to 57.1 µM), for the others: at the highest dose activity change, negative = inhibition, most hits filed as inhibitors | Ubiquitin carboxyl-terminal hydrolase 1 (Homo sapiens), O94782 | 0.23% of 390,000 active | recombinant USP1/UAF1, Ub-Rhodamine cleavage fluorescence; note: potency is the fitted concentration of half-maximal effect; % is set by controls: 0 for no effect and ±100 for the full control effect; nearly all actives have a fitted effect of over 60% in size; inactives centre near -12
# Target sequence (O94782 whole entry, looked up): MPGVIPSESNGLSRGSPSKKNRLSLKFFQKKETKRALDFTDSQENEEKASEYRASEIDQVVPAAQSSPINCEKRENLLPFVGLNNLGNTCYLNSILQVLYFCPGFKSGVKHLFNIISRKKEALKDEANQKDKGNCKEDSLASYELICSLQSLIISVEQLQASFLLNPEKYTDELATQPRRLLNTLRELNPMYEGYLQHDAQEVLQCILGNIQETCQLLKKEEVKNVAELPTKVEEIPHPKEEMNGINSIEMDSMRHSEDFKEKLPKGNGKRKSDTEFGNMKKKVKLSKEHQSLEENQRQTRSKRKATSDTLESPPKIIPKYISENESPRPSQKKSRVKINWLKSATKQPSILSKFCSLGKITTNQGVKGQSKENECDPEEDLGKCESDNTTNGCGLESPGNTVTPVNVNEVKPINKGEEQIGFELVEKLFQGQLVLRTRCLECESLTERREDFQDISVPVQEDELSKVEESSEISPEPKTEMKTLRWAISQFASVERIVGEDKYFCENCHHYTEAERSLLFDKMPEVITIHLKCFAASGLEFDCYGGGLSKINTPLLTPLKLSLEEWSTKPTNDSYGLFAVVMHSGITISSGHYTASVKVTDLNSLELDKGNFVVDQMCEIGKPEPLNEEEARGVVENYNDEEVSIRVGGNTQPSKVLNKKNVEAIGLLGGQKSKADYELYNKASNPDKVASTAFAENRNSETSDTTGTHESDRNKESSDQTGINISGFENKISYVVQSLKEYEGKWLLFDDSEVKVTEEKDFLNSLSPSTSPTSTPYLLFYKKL
#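 In this screen, compounds sit with the deubiquitinase complex (1nM) for 15 min at room temperature before Ub-Rho is added at 150nM final. Fluorescence rise is then followed for 6 reads every 60 seconds.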
# Active calls of the source: *; ? = inconclusive; / = no result given; & = joins results of further samples; [ ] = another dose, or the depositor's remark. Unless noted, calls come from the whole dose curve; as a rule, active = well fitted curve in the direction sought with a large enough effect; inconclusive = small, poorly fitted or top-dose-only effect, or another doubt; inactive = no such curve, though single readings can be large; an effect the other way counts as inactive or inconclusive. A portion of the library; the hit share may differ from the screen's.
# Results follow in this order: RGS4 inhibitor	Glioma ERSR ind	TrxR1 substrate	LDHA inh	mIDH1 inhibitor	Vif-APOBEC3F blk	TrxR1 inh	Vif-APOBEC3G blk	USP1-UAF1 inh
- CCOC(=O)N1CCC(NC(=O)C2CCN(S(=O)(=O)c3cccc4cccnc34)CC2)CC1
  -21.3%	-5.5%	5.4%	-1.1	4.4%	-1.8%	16.6%	-1.4%	?
- CN(C)/N=C/c1cn(-c2ccccc2)nc1-c1cccnc1
  -19.1%	0.9%	-9.7%	-3.1	0.0%	-10.8%	-6.4%	-0.6%	-15.0%
- CCSc1cnc(-c2ccccc2)n1CC
  -7.7%	-0.3%	10.6%	1.0	-6.2%	0.9%	-1.4%	-0.8%	4.8%
- Oc1cccc(NC(=S)Nc2cccnc2)c1
  -11.0%	-1.2%	-7.1%	-1.3	6.9%	?	-29.4%	1.4%	-12.7%
- CCN(CC)Cc1cc(C(=O)O)c(C)o1
  -4.6%	-2.3%	5.6%	2.0	6.5%	-5.5%	4.5%	-4.9%	-13.3%
- CCC1(CC)NC(=O)N(CC(=O)OCC(=O)Nc2cc(C)ccc2C)C1=O
  -21.1%	-4.2%	6.1%	1.3	3.5%	-7.4%	5.7%	2.2%	-5.9%
- COc1ccc(S(=O)(=O)NCCS(=O)(=O)N2CCN(c3ccccc3)CC2)cc1OC
  -19.7%	-1.7%	4.2%[57.1 µM]	5.2	6.4%	4.7%	18.5%[57.1 µM]	9.2%	-15.9%
- COc1cccc(C(=O)NC2=NC(c3ccccc3F)CC(=O)N2)c1 (stereo unspecified)
  -3.6%	-1.4%	-2.8%	-5.4	-5.2%	0.2%	1.4%	2.0%	-4.8%
- COc1ccc(-c2csc(C)n2)cc1OC
  -21.1%	5.8%	5.1%[57.1 µM]	-10.9	3.0%	-6.1%	-0.6%[57.1 µM]	-3.8%	-15.5%
- CCN1CCN(C(CC(C)C)c2nnnn2CS(=O)(=O)c2ccc(C)cc2)CC1 (stereo unspecified)
  14.4%	0.8%	5.8%[57.1 µM]	-12.4	7.5%	-4.2%	13.1%[57.1 µM]	2.1%	-14.8%
- CCc1nnc(NC(=O)CCC(=O)N2CCN(Cc3cc(F)ccc3OC)CC2)s1
  -0.9%	0.2%	0.5%	-10.7	-8.4%	0.0%	-15.0%	-1.0%	-2.0%
- Cc1cc(C)n(CCNC(=O)c2ccco2)n1
  5.6%	-2.5%	-0.2%	-9.8	29.4%	2.9%	7.0%	0.7%	-14.6%
- O=C(Oc1ccc(-n2cnnn2)cc1)c1ccco1
  1.4%	-2.1%	-2.7%[57.1 µM]	-5.5	-8.5%	-6.5%	-5.0%[57.1 µM]	-2.3%	-10.2%
- O=[N+]([O-])c1ccc(N2CCOCC2)cc1NCCCO
  -50.4%	-1.0%	-3.6%[57.1 µM]	-1.6	11.5%	11.3%	1.9%[57.1 µM]	1.5%	-17.7%
- COc1ccc(-c2onc(C)c2-c2ccc(C(=O)OC(C)C)o2)c(O)c1
  -21.0%	-3.1%	-3.5%	2.2	0.9%	1.2%	-4.5%	0.8%	?
- O=C(c1cc(-c2ccccc2)nc2ccccc12)N1CCCC1
  -3.5%	2.4%	3.8%	-5.1	1.4%	-7.5%	11.7%	-6.3%	-11.5%
- N/C(=N\OC(=O)c1cccc2ccccc12)c1cccnc1
  1.4%[11.4 µM]	?	9.4%	-6.2	6.6%	-3.7%	7.9%	-15.4%	-10.5%
- Cc1ccc2nc(/C(C#N)=C\c3cc(C)n(-c4cccc([N+](=O)[O-])c4)c3C)[nH]c2c1
  -13.5%	-0.1%	-6.2%	1.4	-1.3%	-4.0%	-3.4%	0.0%	-2.3%
- O=[N+]([O-])c1ccc(-c2csc(N3CCc4ccccc4C3)n2)cc1
  -14.3%	-1.0%	-5.9%	-1.9	4.3%	-9.8%	-7.5%	1.4%	-13.4%
- Cc1ccc(Cl)c(OC(=O)c2nn(C(C)C)c(=O)c3ccccc23)c1
  -0.5%	-6.5%	-3.5%	6.6&-0.6	4.7%	-19.7%	29.8%	-9.5%	-17.8%
- CCOc1ccc(N=C2NC(=O)SC2CC(=O)OC)cc1 (stereo unspecified)
  10.5%	-6.2%	2.6%	-4.6	0.3%	-0.2%	6.6%	0.2%	-5.2%
- Cc1cc(C)n(CC(=O)N/N=C/c2ccc(C)o2)n1
  -20.1%	-2.6%	-3.9%	0.0	1.9%	-0.6%	-13.8%	-2.0%	-23.2%
- COC(=O)c1nn(-c2cccc(C)c2)c2nnc(Cc3ccc(C)cc3)c(=O)n12
  -19.9%	-2.0%	4.3%	-4.5	3.1%	5.3%	6.2%	1.8%	-4.7%
- C[C@@H]1CN([C@H](C)CO)S(=O)(=O)c2ccc(Br)cc2O[C@H]1CN(C)C(=O)C1CC1
  /	-2.1%	/	-3.8	-5.2%	-9.8%	/	0.4%	-11.3%
- O=C(c1ccccc1Cl)N(Cc1ccc(Br)cc1)N1C(=O)CCC1=O
  3.4%	-1.9%	-3.0%	-1.7	1.9%	3.2%	11.9%	2.1%	-13.9%
- O=C(COC(=O)[C@@H]1CCCN1C(=O)c1cccs1)Nc1cccc(Cl)c1
  5.9%	-4.4%	1.1%	1.7	8.3%	6.9%	19.1%	-0.3%	-24.3%
- COc1ccc(-c2csc(NC(=O)CSCC(=O)Nc3cc(C)on3)n2)c(OC)c1
  -6.2%	1.9%	-7.6%	-3.4	11.5%	1.2%	-7.6%	-5.3%	-14.5%
- O=C(O)Cc1sc(Nc2ccccc2)nc1-c1ccccc1
  -0.7%	3.8%	-3.3%	-1.4	-1.7%	2.3%	4.6%	-6.4%	-22.1%
- COc1cccc(N2CCN(S(=O)(=O)c3ccc4c(c3)CC(C)N4C(=O)C3CC3)CC2)c1 (stereo unspecified)
  -3.5%	-1.2%	-0.1%	-0.9	0.0%	0.2%	19.5%	0.2%	-24.0%
- CCCn1c(-c2ccc[nH]c2=O)nc2cc(C)c(C)cc21
  4.5%	4.2%	126.1%[activator]	0.6	21.5%	17.9%	-20.6%	13.7%	-22.6%

# Sorted by the number under TrxR1 inh (high to low): some entries from above
SMILES | TrxR1 inh
CCOc1ccc(N=C2NC(=O)SC2CC(=O)OC)cc1 (stereo unspecified) | 6.6%
COC(=O)c1nn(-c2cccc(C)c2)c2nnc(Cc3ccc(C)cc3)c(=O)n12 | 6.2%
CN(C)/N=C/c1cn(-c2ccccc2)nc1-c1cccnc1 | -6.4%

# Later entries.
# Results follow in this order: RGS4 inhibitor	Glioma ERSR ind	TrxR1 substrate	LDHA inh	mIDH1 inhibitor	Vif-APOBEC3F blk	TrxR1 inh	Vif-APOBEC3G blk	USP1-UAF1 inh
- COc1ccc(CNC(=O)CN2C(=O)C(C)N(c3ccc(C)cc3)C2=O)cc1 (stereo unspecified)
  -19.9%	-0.1%	-6.9%	2.2	2.4%	5.7%	-7.6%	-0.4%	-18.4%
- COc1cc(/C=C2\C(=N)N3N=C(CC(=O)N4CCOCC4)SC3=NC2=O)cc(OC)c1OC
  29.3%[11.4 µM]	0.5%	-8.6%	-11.6	-22.4%	-6.4%	1.1%	-7.1%	-7.3%
- CC(C)N(C(=O)COC(=O)c1cncc(Br)c1)C(C)C
  ?	-4.3%	-4.0%[57.1 µM]	-4.3	0.8%	3.1%	9.3%[57.1 µM]	1.8%	-5.7%
- CCCn1c(SCC(=O)c2cc(OC)ccc2OC)nnc1C(C)C
  -46.5%	4.5%	-1.9%	4.4	5.2%	6.6%	-36.4%	1.2%	-5.1%
- CCOc1ccc(C(=O)NCC(=O)OCc2c(C)noc2C)cc1
  -2.5%	-2.1%	1.3%[57.1 µM]	-3.1	2.2%	8.3%	6.3%[57.1 µM]	0.0%	-16.5%
- CCOC(=O)c1nc(NCCc2ccccc2)sc1C
  4.0%	0.7%	1.1%	-6.6	3.0%	-2.9%	18.3%	10.0%	-27.0%
- NS(=O)(=O)c1cccc(NC(=O)CSc2nnc(C3CC3)n2C2CC2)c1
  4.5%	-4.7%	-2.9%	2.2	10.3%	-7.1%	-17.6%	3.5%	-9.9%
- O=C(NCc1ccc(Cl)cc1)C(=O)NCC1OCCN1C(=O)c1cccs1 (stereo unspecified)
  -12.2%	-1.7%	-0.1%	-0.4	0.6%	-18.1%	3.8%	-0.8%	-14.5%
- C=C1c2c(Cl)ccc(O)c2C(O)=C2C(=O)[C@]3(O)C(O)=C(C(N)=O)C(=O)[C@@H](N(C)C)[C@@H]3[C@@H](O)C12 (stereo partly specified)
  -43.0%	-4.1%	30.2%[activator]	5.0	16.2%	-4.7%	?	3.2%	?
